# GPR151 activ = human GPR151 activation. Q8TDV0. PathHunter beta-arrestin GPR151 cells, luminescence. activation, % at 11.2 µM. 650,000 tested, 1% active; in the data active = activation above about 4.9%;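 also: 0% = median of compound wells and 100% = cells with positive control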
# Target sequence (Q8TDV0 whole entry, looked up): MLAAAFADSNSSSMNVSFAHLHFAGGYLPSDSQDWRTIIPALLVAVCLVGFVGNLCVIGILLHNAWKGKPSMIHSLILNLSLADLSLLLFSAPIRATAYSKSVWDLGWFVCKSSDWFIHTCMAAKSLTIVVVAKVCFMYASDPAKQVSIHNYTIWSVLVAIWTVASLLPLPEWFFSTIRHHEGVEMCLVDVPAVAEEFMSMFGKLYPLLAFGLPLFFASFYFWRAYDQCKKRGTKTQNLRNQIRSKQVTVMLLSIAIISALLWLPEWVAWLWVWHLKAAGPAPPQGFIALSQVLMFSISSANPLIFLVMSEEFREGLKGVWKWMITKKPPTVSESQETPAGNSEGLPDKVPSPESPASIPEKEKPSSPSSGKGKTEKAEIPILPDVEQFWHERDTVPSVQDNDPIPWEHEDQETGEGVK
# MITF primary = inhibitors of human MITF. O75030. AlphaScreen MITF homodimerization, bead proximity signal. inhibition, % at 2.6 µM. 650,000 tested, 0.91% active; in the data active = inhibition above about 50%;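 also: 0% = vehicle wells with protein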
# Target sequence (O75030 whole entry, looked up): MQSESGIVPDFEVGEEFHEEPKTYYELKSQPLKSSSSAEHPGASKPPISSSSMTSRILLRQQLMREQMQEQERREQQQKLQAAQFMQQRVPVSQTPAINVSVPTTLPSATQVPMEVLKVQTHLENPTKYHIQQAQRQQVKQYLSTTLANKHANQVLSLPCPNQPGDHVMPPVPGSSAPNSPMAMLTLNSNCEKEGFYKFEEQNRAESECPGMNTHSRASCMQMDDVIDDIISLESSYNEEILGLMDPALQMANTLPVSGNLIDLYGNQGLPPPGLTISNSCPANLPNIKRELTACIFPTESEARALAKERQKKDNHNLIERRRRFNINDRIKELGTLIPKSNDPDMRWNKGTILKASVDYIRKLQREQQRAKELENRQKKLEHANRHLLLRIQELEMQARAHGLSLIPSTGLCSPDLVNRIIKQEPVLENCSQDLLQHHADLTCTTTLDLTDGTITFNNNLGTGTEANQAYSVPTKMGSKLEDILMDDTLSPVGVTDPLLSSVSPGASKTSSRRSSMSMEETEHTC
# FBW7 activator = human FBW7 E3 ligase activation, primary screen. AlphaScreen FBW7–phospho-cyclin E peptide binding, activator screen. normalized activity (activation), % at 26.1 µM. 650,000 tested, 0.13% active; in the data active = normalized activity above about 1.9%;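 also: purified mutant Fbw7 with reduced substrate affinity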
# TEAD-YAP inh = TEAD-YAP interaction inhibition. 640,000 tested, 1.4% active. inhibition, % at 9.12 µM. HEK-TIYL cells, TEAD-Gal4/YAP UAS-luciferase luminescence; in the data active = inhibition above about 32%;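 also: 0% = median of test compound wells and 100% = reference inhibitor wells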
# Numbers without * were called inactive; & = joins results of further samples.
SMILES,GPR151 activ,MITF primary,FBW7 activator,TEAD-YAP inh
C/C(=C/c1ccccc1)C(=O)NCc1cccnc1,-0.6,16,0.2,-5
COc1ccc(C2C(C(=O)Nc3cc(Cl)ccc3OC)c3ccccc3C(=O)N2Cc2ccc(F)cc2)cc1 (stereo not drawn),-0.6,9,1.0,6
Cc1cccc(C)c1N(CC(=O)Nc1cccc(Br)c1)S(C)(=O)=O,0.3,0,-0.1,-6
O=C(Nc1ccc(Cl)c(C(F)(F)F)c1)c1cnn2c1NC(c1ccco1)CC2C(F)(F)F (stereo not drawn),-0.5,11,0.0,-8
O=C(/C(Cl)=N/Nc1ccccc1[N+](=O)[O-])N1CCOCC1,-0.5,-14,0.2,21
NC1=NC(=O)CC(C(=O)Nc2ccccc2C(F)(F)F)S1 (stereo not drawn),-1.3,9,0.8,4
Cc1c(C(=O)Nc2cnc3ccccc3c2)sc2ncnc(N3CCN(c4ccccc4)CC3)c12,-0.7,3,-0.3,-3
CC1=NN(c2cccc(Cl)c2)C(=O)/C1=C\c1ccc(F)cc1,-0.3,10,0.2,0
Nc1ccc(-c2c3ccccc3nc3cc(N)ccc23)cc1,0.1,-3,-0.3,-9
CCOC(=O)c1c(NC(=O)c2c(Br)cnn2CC)sc(C)c1C,1.3,16,0.1,-5
COc1ccc(CCNC(=O)c2ccc(-c3ccc(C(N)=O)cc3)s2)cc1,1.8,6,0.3,-7
O=C(CCc1ccccc1O)N/N=C/c1cc([N+](=O)[O-])ccc1N1CCCCC1,-0.6,12,0.1,6
Cc1ccc(-c2n[nH]c(=O)c3ccccc23)cc1S(=O)(=O)N1CCCCC1,-1.0,-3,0.0,-12
O=C(Cn1ncc2ccccc21)Nc1ccc(Br)cn1,0.4,5,0.0,38*
COc1ccc(-n2nnnc2SCc2cccnc2)c(OC)c1,-0.2,10,0.2,-21
CC(C)C(NC(=O)c1c(F)cccc1F)C(=O)Nc1cccc(S(N)(=O)=O)c1 (stereo not drawn),-1.0,-2,-0.1,2
Cc1nc(Nc2ccc(Oc3ccccc3)cc2)cc(-c2cccnc2)n1,1.5,8,0.6,-1
COc1ccc(COC(=O)c2c(SC)nsc2SC)cc1,-1.9,1,-0.3,38*
CCN(CC)C(=O)C1CCCN(c2cc(NCCN(C(C)C)C(C)C)nc(N)n2)C1 (stereo not drawn),4.2,-11,-0.2,6
O=C(Nc1ccc(S(=O)(=O)Nc2nccc(/C=C/c3ccc(Cl)cc3)n2)cc1)c1ccccc1,-0.2,4,0.0,0
c1ccc(COc2ccccc2OCCNCCN2CCOCC2)cc1,-1.1,66*,-0.1,6
CC(C)c1nccn1CCC(=O)O,0.9,0,-0.1,4
COc1cccc(C2C3=C(CC(C)(C)CC3=O)Nc3ccccc3N2C(C)=O)c1 (stereo not drawn),-0.2,13,0.0,-2
Cc1cc(Nc2cccc(Cl)n2)n(-c2ccccc2)n1,0.5,-4,0.0,0
O=C(NCc1ccccc1)C(c1ccccc1)N(C(=O)c1csnn1)C1CCCC1 (stereo not drawn),-0.4,35,0.2,-1

# Some values from the entries so far.
# GPR151 activ result of Cc1cc(Nc2cccc(Cl)n2)n(-c2ccccc2)n1 reads 0.5
# FBW7 activator result of COc1ccc(C2C(C(=O)Nc3cc(Cl)ccc3OC)c3ccccc3C(=O)N2Cc2ccc(F)cc2)cc1 (stereo not drawn) reads 1.0

# (further entries)
SMILES,GPR151 activ,MITF primary,FBW7 activator,TEAD-YAP inh
CC(=O)c1cc(-c2ccccc2)n(CC(=O)N2CCC(N(C)CC3CCCO3)CC2)c1C (stereo not drawn),-0.7,2,0.0,-2
CCCC(=O)Nc1ccccc1NC(=O)c1cc(OC)c(OC)c(OC)c1,2.3,7,-0.1,2
CCOc1ccccc1NC(=O)C(Br)C(C)C (stereo not drawn),0.6,1,0.1,-7
CC1(C)CC(NC(=O)c2ccccc2Cl)CC(C)(C)N1,-0.5,1,0.2,11
CC1CCCC(C)N1C(=O)CC1(CC(=O)O)CCCC1 (stereo not drawn),-0.3,4,0.2,-1
COc1cccc(CN2CCN(Cc3ccc(F)c(F)c3)C(CCO)C2)c1O (stereo not drawn),0.2,2,0.0,4
CN(c1ccccc1)S(=O)(=O)c1ccc(N)cc1,0.8,13,0.1,-5
O=C(NC1CCCCC1)C12CC3CC(CC(C3)C1)C2,0.3,-2,-0.1,-11
Cc1cccc(Nc2ncnc(N)c2[N+](=O)[O-])c1,1.3,0,0.4,-11
COc1ccc(CNc2ncnc3[nH]ncc23)cc1,2.9,6,0.1,8
S=c1nc[nH]c2c1ncn2CN1CCCCC1,-0.8,19,0.1,1
Cc1cc(=O)oc2cc(OCC(=O)Nc3nc(-c4ccccc4)cs3)ccc12,-0.9,-2,0.1,-6
O=C(c1scc2c1CCCC2)N1CCN(c2ccccc2)CC1,-0.4,1,0.1,-7
COc1ccc(C(=S)N2CCN(C(N)=S)CC2)cc1,0.0,21,0.1,-3
Cc1ccc(C(=O)N/C(=C\c2cccc([N+](=O)[O-])c2)C(=O)N2CCOCC2)cc1,1.0,-2,0.0,-4
CC(C)Cc1cc(C(=O)Nc2sc3c(c2C#N)CCC3)no1,-0.3,-2,-0.2,-9
COc1ccc(OCC(=O)Oc2ccc3c4c(c(=O)oc3c2)CCC4)cc1,1.0,8,0.0,-2
O=C(O)CCC(=O)N1CCN(Cc2ccccc2)CC1,1.2,9,-0.2,7
O=C(NNc1ccccc1[N+](=O)[O-])Nc1cccc(C(F)(F)F)c1,-0.8,-11,-0.1,-4
COc1cc([N+](=O)[O-])ccc1NC(=O)NCc1ccco1,-1.1,-3,-0.1,-1
CCn1c(=O)n(CC(=O)Nc2ccc3c(c2)OCO3)c(=O)c2ccccc21,-0.7,19,0.0,5
COC(=O)C1=C(O)/C(=C/c2ccc(OCC(=O)Nc3ccc(OC)cc3)cc2)N=C1C,0.2,7,0.1,9
COc1ccccc1NC(C)C(=O)N/N=C/c1ccccc1O (stereo not drawn),0.4,5,0.1,6
COc1ccc(C(=O)Nc2c3c(nn2-c2ccccc2)CSC3)c(OC)c1,2.4,-5,-0.1,-2
CC(C)(C)N(NS(=O)(=O)c1ccc(F)cc1)c1ccccc1,0.0,2,0.0,-7

# Rewritten as labelled records: entries from further up
> O=C(O)CCC(=O)N1CCN(Cc2ccccc2)CC1
  GPR151 activ = 1.2; MITF primary = 9; FBW7 activator = -0.2; TEAD-YAP inh = 7

> COc1ccccc1NC(C)C(=O)N/N=C/c1ccccc1O (stereo not drawn)
  GPR151 activ = 0.4; MITF primary = 5; FBW7 activator = 0.1; TEAD-YAP inh = 6

> O=C(NNc1ccccc1[N+](=O)[O-])Nc1cccc(C(F)(F)F)c1
  GPR151 activ = -0.8; MITF primary = -11; FBW7 activator = -0.1; TEAD-YAP inh = -4

# Next entries.
SMILES,GPR151 activ,MITF primary,FBW7 activator,TEAD-YAP inh
CCCCc1ccc(NC(=O)COc2cccc3c(=O)n(C)ccc23)cc1,2.5,3,-0.2,5
OCc1ccccc1-c1cnc2c(NCc3cccs3)nccn12,-1.1,-2,-0.2,-26
O=c1nc(NCc2ccccc2)cn[nH]1,-0.8,7,0.3,-3
COc1ccccc1Cn1c(=S)[nH]c2cc(C(=O)N3CCC(C(N)=O)(N4CCCCC4)CC3)ccc2c1=O,5.8*,7,-0.1,11
Cc1cc(Br)ccc1NC(=S)NCCCN1CCOCC1,0.3,-4,-0.5,-2
COc1ccc([N+](=O)[O-])cc1/C=N/NC(=O)COc1ccc(C(C)(C)C)cc1,1.0,0,0.1,4
COC(=O)C(NC(=O)c1ccccc1C)(Nc1cc(C)ccn1)C(F)(F)F (stereo not drawn),0.1,-4,0.0,11
COc1cc(/C=C2\SC(N)=NC2=O)ccc1OC(=O)c1ccc(Cl)cc1,-0.1,7,-0.1,8
COc1cccc(-c2csc3ncc(C(=O)NCC(C)C)c(=O)n23)c1,2.0,7,-0.5,8
CCOC(=O)C(NS(=O)(=O)c1ccc2c(c1)C(=O)c1ccccc1-2)C(O)c1ccccc1 (stereo not drawn),0.2,7,-0.1,-4
CCC(C)NC(=O)c1cn(-c2ccc(F)cc2F)c(=O)c2ccccc12 (stereo not drawn),0.1,11,0.1,-8
COc1ccc(OC)c(N/C=C(\C#N)c2nc(-c3cc4cc([N+](=O)[O-])ccc4oc3=O)cs2)c1,-1.2,-10,0.0,-1
CN(Cc1nc(CCc2ccccc2)no1)Cc1cccs1,-0.8,4,0.2,-8
COCCCNC(=O)Cc1ccc(C)cc1,1.7,2,0.0,-10
Cc1ccccc1NC(=O)C1CC2CCCN2C12C(=O)Nc1ccccc12 (stereo not drawn),0.7,6,0.1,7
COc1ccc(N2CCN(C(=O)COc3ccc(Br)c(C)c3)CC2)cc1,0.3,-6,-0.3,-5
O=C(CCCOc1ccccc1)n1cnc2ccccc21,0.3,-1,-0.1,0
COc1ccccc1-n1nc(C(=O)N(C)Cc2ccccc2)c2ccccc2c1=O,3.0,5,-0.1,12
CN(C)C(=O)c1c(NC(=O)c2ccco2)sc2c1CCC2,0.9,1,0.0,0
COC(=O)Cn1c(=NC(=O)/C=C/c2cccs2)sc2cc(OC)ccc21,0.2,-13,0.0,-4
O=[N+]([O-])c1ccc(Sc2nnc(COc3ccccc3)n2-c2ccccc2)c2cccnc12,1.0,3,0.0,-11
Cc1ccc(C(=O)Nc2c(C)nn(C)c2C)cc1I,0.1,-5,0.2,-1
CC(=O)Nc1ccc(OC(=O)CN2C(=O)CN(c3ccc(Br)cc3)C2=O)cc1,-0.3,34,0.1,5
CS(=O)(=O)c1ccccc1C(=O)Nc1ccc(F)c(Cl)c1,2.5,2,-0.1,1
COc1cccc(C2CC(c3ccc(Br)cc3)=NN2S(=O)(=O)c2ccc(C)cc2)c1OC (stereo not drawn),3.1,-1,0.0,-5

# Four entries from above, field by field:
O=c1nc(NCc2ccccc2)cn[nH]1
  GPR151 activ: -0.8 | MITF primary: 7 | FBW7 activator: 0.3 | TEAD-YAP inh: -3
COc1ccc([N+](=O)[O-])cc1/C=N/NC(=O)COc1ccc(C(C)(C)C)cc1
  GPR151 activ: 1.0 | MITF primary: 0 | FBW7 activator: 0.1 | TEAD-YAP inh: 4
CS(=O)(=O)c1ccccc1C(=O)Nc1ccc(F)c(Cl)c1
  GPR151 activ: 2.5 | MITF primary: 2 | FBW7 activator: -0.1 | TEAD-YAP inh: 1
Cc1ccccc1NC(=O)C1CC2CCCN2C12C(=O)Nc1ccccc12 (stereo not drawn)
  GPR151 activ: 0.7 | MITF primary: 6 | FBW7 activator: 0.1 | TEAD-YAP inh: 7

# Next part:
SMILES,GPR151 activ,MITF primary,FBW7 activator,TEAD-YAP inh
Cc1ccc(S(=O)(=O)N2CCCCC2)cc1C(=O)Nc1ccc(Cl)cc1,-1.5,-2,0.2,0
COC(=O)C1=C(C)NC2=C(C(=O)CC(C)(C)C2)C1c1cc(OC)c(OC)cc1[N+](=O)[O-] (stereo not drawn),0.8&1.7,3&9,-0.1&-0.1,-1&12
Cc1cc(Nc2ccc3c(c2)OCO3)nc(N2CCCC2CO)n1 (stereo not drawn),1.7,-4,-0.3,-10
O=C(CSc1c[nH]c2ccccc12)N1CCOCC1,-0.5,-3,-0.1,-9
COc1ccccc1C(=O)N1CCN2C(=O)[C@H](CC(C)C)NC(=O)[C@H]2C1,2.9,10,0.0,-5
COc1ccccc1-n1nc(C(=O)Nc2nnc(C)s2)c2ccccc2c1=O,0.1,-4,0.0,-1
CCC(CC)CN1CCc2c(C(=O)OC)c(OCCCc3cnn(C)c3)cc(=O)n2CC1,0.7,4,0.1,26
COc1cc(-c2nc(-c3ccc(NC(=O)c4cccs4)cc3)no2)cc(OC)c1OC,-0.7,11,0.0,-51
Oc1ccc(/C=N/Nc2ccc3ccccc3n2)c(O)c1,-0.5,8,0.1,-8
Cc1ccc2nc(SCC(=O)Nc3ccccc3C(N)=O)[nH]c2c1,-0.2,12,0.1,-42
CCN1CCN(C(=O)c2c(-c3c(Cl)cccc3Cl)noc2C)CC1,-0.7,9,0.0,11
Cc1ccc2nc(NC(=O)Cn3c(=O)oc4cc(Cl)ccc43)sc2c1,-0.9,-1,-0.1,-48
Cc1ccc(OC(=O)N2CCN3C(=O)[C@@H]4C[C@@H](O)CN4C(=O)[C@H]3C2)cc1,0.2,-28,-0.5,-10
C#CCOCC1CCCN(C(=O)c2cccnc2)C1 (stereo not drawn),0.6,0,-0.3,2
O=C(NCCCN1CCCC1)c1ccc2c(c1)[nH]c(=S)n1c3ccccc3nc21,0.8,-15,-0.1,4
CCCOc1ccc(N2C(=O)CC(NCc3cccnc3)C2=O)cc1 (stereo not drawn),0.4,12,0.1,1
CCc1nc2sc(C(c3ccccc3F)N3CCC(C(=O)OC)CC3)c(O)n2n1 (stereo not drawn),-2.1,2,0.0,-5
Cc1cccc(C)c1NC(=O)C(NC(=O)C(C)O)c1cccc([N+](=O)[O-])c1 (stereo not drawn),-0.2,-7,0.1,0
CCCOC(=O)c1c(NC(=O)C2C3C=CC(C3)C2C(=O)O)sc2c1CCC(C)C2 (stereo not drawn),1.7,1,0.3,17

# Screens deposited in PubChem BioAssay by The Scripps Research Institute Molecular Screening Center.
